# Screens: PubChem, The Scripps Research Institute Molecular Screening Center
# pPAFAH FP inh – inhibitors of human plasma PAF acetylhydrolase (pPAFAH). Q13093. recombinant pPAFAH, FP-rhodamine probe fluorescence polarization. 330,000 compounds, 1.5% hits. inhibition, % at 3.39 µM;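 active = inhibition above the mean inhibition across the screen plus 3 SD, cut at about 25% in these data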;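 note: inhibitors block binding of the rhodamine activity-based probe so polarization drops; 0% = enzyme with DMSO and 100% = wells lacking pPAFAH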
# Target sequence (Q13093 whole entry, looked up): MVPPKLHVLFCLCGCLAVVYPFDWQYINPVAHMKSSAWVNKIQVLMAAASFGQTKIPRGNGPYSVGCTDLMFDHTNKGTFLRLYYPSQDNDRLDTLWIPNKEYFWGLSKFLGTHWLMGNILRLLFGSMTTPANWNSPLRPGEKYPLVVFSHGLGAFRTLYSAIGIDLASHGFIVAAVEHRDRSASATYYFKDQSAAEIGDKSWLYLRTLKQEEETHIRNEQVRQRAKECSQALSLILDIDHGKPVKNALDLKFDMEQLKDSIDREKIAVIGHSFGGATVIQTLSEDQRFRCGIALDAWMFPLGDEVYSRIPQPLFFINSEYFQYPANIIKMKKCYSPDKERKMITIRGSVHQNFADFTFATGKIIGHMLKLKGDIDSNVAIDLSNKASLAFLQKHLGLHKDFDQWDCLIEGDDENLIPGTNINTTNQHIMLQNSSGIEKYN
# PAFAH1B3 inh – PAFAH1B3 (human) inhibition; recombinant PAFAH1B3, FP-rhodamine probe, fluorescence polarization; inhibition, % at 3.39 µM; 340,000 compounds, 0.28% hits; AID 492972;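 active = inhibition above the screen-wide average of all tested compounds plus 3 SD, cut at about 25% in these data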;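 note: 0% = enzyme with DMSO only and 100% = wells lacking PAFAH1B3 protein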
# ZTA DNA inh – ZTA (EBV) inhibition in EBNA-1 counter-screen | ZTA-DNA binding, fluorescence polarization | AID 2234 | inhibition, % at 11 µM | 320,000 compounds, 0.15% hits; in the data active = inhibition above about 33%
# Target sequence (P03206 whole entry, looked up): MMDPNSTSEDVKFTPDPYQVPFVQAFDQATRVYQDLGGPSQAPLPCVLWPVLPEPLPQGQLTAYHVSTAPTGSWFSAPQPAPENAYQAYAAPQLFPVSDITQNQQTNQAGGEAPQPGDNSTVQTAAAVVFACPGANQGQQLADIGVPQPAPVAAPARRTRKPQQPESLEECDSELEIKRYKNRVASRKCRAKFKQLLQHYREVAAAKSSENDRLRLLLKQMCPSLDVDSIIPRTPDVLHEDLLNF
# PREPL inh – inhibitors of human prolyl oligopeptidase-like enzyme PREPL. Q4J6C6. recombinant PREPL, fluorescence polarization activity-based probe. inhibition, % at 5.96 µM. 320,000 compounds, 0.68% hits; in the data active = inhibition above about 43%;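 note: 0% = enzyme with DMSO and 100% = wells lacking enzyme; many of its hits are not listed in these tables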
# LYPLA2 counter – counter-screen for PME1 inhibitors: inhibitors of human LYPLA2 | recombinant LYPLA2, FP-Rh probe fluorescence polarization | inhibition, % at 5.9 µM | 320,000 compounds, 0.38% hits | AID 2177;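 active = inhibition above the screen-wide mean plus 3 SD, limit set per campaign, cut at about 26% in these data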;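 note: 0% = LYPLA2 with DMSO and 100% = wells lacking LYPLA2 enzyme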
# Target sequence (O95372 whole entry, looked up): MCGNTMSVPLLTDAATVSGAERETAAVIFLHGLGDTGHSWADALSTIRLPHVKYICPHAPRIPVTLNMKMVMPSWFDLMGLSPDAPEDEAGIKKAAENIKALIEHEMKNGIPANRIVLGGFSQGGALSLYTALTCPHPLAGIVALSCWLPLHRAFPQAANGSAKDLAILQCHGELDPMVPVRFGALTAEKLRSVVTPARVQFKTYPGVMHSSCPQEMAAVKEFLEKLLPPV
# LYPLA1 counter – LYPLA1 (human) inhibition in PME1 counter-screen; recombinant LYPLA1, FP-Rh probe fluorescence polarization; O75608; 320,000 compounds, 0.16% hits; inhibition, % at 5.9 µM;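 active = inhibition above the mean of all tested compounds plus 3 SD, set per campaign, cut at about 14% in these data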;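 note: inhibitors block serine hydrolase probe labeling of LYPLA1 so polarization falls; 0% = enzyme with DMSO and 100% = wells lacking LYPLA1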
# PAFAH2 inh – inhibitors of human PAFAH2. Q99487. inhibition, % at 3.39 µM. AID 492956. recombinant PAFAH2, FP-rhodamine activity probe, fluorescence polarization. 340,000 compounds, 0.99% hits;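 active = inhibition above the mean over all tested compounds plus 3 SD, cut at about 30% in these data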;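 note: inhibitors block probe labeling of enzyme so polarization drops; 0% = enzyme with DMSO and 100% = wells lacking PAFAH2 protein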
# PAFAH1B2 FP inh – inhibitors of human PAFAH1B2. inhibition, % at 3.39 µM. recombinant PAFAH1B2, FP-rhodamine activity probe, fluorescence polarization. 340,000 compounds, 1.2% hits. AID 492953;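 active = inhibition above the mean of all tested compounds plus 3 SD, cut at about 24% in these data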;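 note: 0% = enzyme with DMSO and 100% = wells lacking PAFAH1B2; many of its hits are not listed in these tables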
# EBNA-1 inhibitor – blocks EBNA-1 binding to DNA; EBNA-1 DNA binding, fluorescence polarization; inhibition, % at 14.8 µM; 300,000 compounds, 0.34% hits; AID 1950; in the data active = inhibition above about 28%
# * hit, by the source's call; · = no result given.
SMILES,pPAFAH FP inh,PAFAH1B3 inh,ZTA DNA inh,PREPL inh,LYPLA2 counter,LYPLA1 counter,PAFAH2 inh,PAFAH1B2 FP inh,EBNA-1 inhibitor
CCCCC(O)CN1CCC(c2ccccc2)CC1 (stereo not given),5,9,6,2,-6,-3,-2,5,-5
CC1CCCC(C)N1C(=O)c1cccc2c1-c1ccccc1/C2=N/O (stereo not given),0,0,17,-1,2,0,-11,-1,5
CCN(CC)S(=O)(=O)c1ccc(N2CCOCC2)c(NC(=O)c2ccccc2F)c1,2,-1,4,5,-8,-1,13,4,-16
Cc1cc(=O)n2nc(N3CCCC(C(=O)NC4CCCCC4C)C3)sc2n1 (stereo not given),3,-1,-12,-5,-3,0,0,2,0
Cc1ccc(OC(=O)c2ccc(Cl)c([N+](=O)[O-])c2)cn1,4,3,-4,8,5,0,-6,6,6
CCCCc1nc2cc(C(=O)N3CCCC(COC)C3)ccc2o1 (stereo not given),4,8,11,-1,-4,-2,8,2,-5
CC(C)n1c(-c2cccnc2)nc2cnccc21,-1,1,-8,5,-1,1,2,2,4
CCCNC(=O)C1CC(c2ccccc2C(F)(F)F)=NO1 (stereo not given),0,5,3,0,1,4,0,0,-6
C=CCNCCOc1cccc(Br)c1,-6,8,-7,-23,1,-2,-8,-2,-1
Cc1ccc(C(=O)N/N=C\c2ccc(-c3ccc([N+](=O)[O-])cc3)o2)cn1,5,-5,-2,13,9,10,-7,2,9
O=C(Nc1ccc2c(c1)CCC2)c1cccc(S(=O)(=O)Nc2ccccc2Cl)c1,11,-2,-17,-10,4,-5,4,7,5
C/C(=N\Nc1ccc(C(=O)O)cc1)c1ccc2c(c1)Nc1ccccc1S2,34*,26*,-2,37,12,9,25,8,12
O=C(NNC(=O)c1cccc(-n2cccc2)c1)c1ccc(F)cc1,11,9,7,9,-1,0,8,-2,3
COc1ccc2c(c1)C(=O)N(c1ccc(C)cc1C)C(=O)C2(C)C,2,1,-4,5,2,1,-4,0,4
COCCNc1ccc([N+](=O)[O-])cc1C(=O)NC1CCCc2ccccc21 (stereo not given),4,-4,5,0,-1,0,5,5,4
CC(C)N1CCN(Cc2cn[nH]c2C2CCCCC2)CC1CCO (stereo not given),-14,2,-1,12,-2,5,-4,3,-18
Cc1ccc(S(=O)(=O)NCc2ccccn2)c(C)c1C,-1,6,8,-1,4,-2,-1,2,-2
Cc1ccc(Cl)cc1NC(=O)C1CCN(S(C)(=O)=O)CC1,-3,·,-1,16,-1,-4,·,·,4
Cc1cc(C)c(NC(=O)CNC(=O)Cc2ccc(S(=O)(=O)N3CCOCC3)s2)c(C)c1,10,8,3,3,-6,-1,0,4,·
COc1cccc(-n2nnc3c(=O)n(CC(=O)N4CCCCC4)cnc32)c1,3,-4,6,-2,-1,-2,-4,2,0
CC(C)C(=O)Nc1ccc(-c2nc3ccccc3c(=O)o2)cc1,-3,-3,-14,-5,0,-1,-3,-3,-5
O=C1CCC(C(=O)NCc2cccnc2)N1 (stereo not given),-4,8,7,10,-3,0,-5,-2,-1
CN(C)Cc1cc(C(C)(C)C)cc(C(C)(C)C)c1O,2,2,18,-1,8,1,1,4,-7
CC(C)Sc1nc2c(c(=O)[nH]c(=O)n2C)n1C,2,-2,15,-3,6,4,5,-2,8
C=CCC(=O)OCC(=O)Nc1ccc(Cl)cn1,1,6,-7,-1,2,-1,21,1,-2
COc1ccccc1NC(=O)c1oc2ccccc2c1NC(=O)c1cc(OC)c(OC)c(OC)c1,-4,4,0,-1,-5,-4,-3,3,-3
Cc1ccc(OCc2nnc(SCC(=O)c3cccs3)n2-c2ccccc2)cc1C,8,-6,10,-6,4,-4,2,-1,11
COC(=O)c1cccc(COC(=O)c2cc3ccccc3oc2=O)c1,-2,8,6,-7,-2,-2,7,8,13
COc1ccccc1-c1nnc(SCC(=O)Nc2ccc(N3CCOCC3)cc2)n1C,3,1,4,1,9,1,2,4,-6
CC(C)Cn1c(N)c(C(=O)COC(=O)c2ccc([N+](=O)[O-])o2)c(=O)n(C)c1=O,7,12,-4,20,-4,1,2,8,2
CN(C)CCCn1c(N)c(C#N)c2nc3ccccc3nc21,4,·,8,10,-9,0,·,·,5
O=C(CCCn1c(=O)c2sccc2n(Cc2cc(=O)n3ccccc3n2)c1=O)NCc1ccco1,0,0,-5,3,0,0,1,7,-1
CC(=O)Nc1cc(C(F)(F)F)ccc1N1CCOCC1,5,-8,-11,4,11,3,-2,-1,-8
Cc1ccc(NC(=S)N(Cc2cccs2)Cc2cc3cc(C)cc(C)c3[nH]c2=O)cc1,3,7,-19,13,5,1,-8,1,0
NC(=O)CCC(NS(=O)(=O)c1ccc(Cl)cc1)C(=O)NCC1CCCCC1 (stereo not given),9,0,3,4,-2,0,-2,12,-12
Cc1ccccc1Cn1c(=N)n(CC(=O)c2ccc([N+](=O)[O-])cc2)c2ccccc21,5,5,9,7,-7,-8,-2,2,5
Cc1ccc(C(C)C)cc1OCC(=O)N/N=C/c1ccc2c(c1)OCCO2,9,0,-13,-2,-10,-4,-4,-1,-6
COc1ccc(N/C(C)=C2/C(=O)C(=O)N(CCO)C2c2ccc([N+](=O)[O-])cc2)cc1 (stereo not given),2,9,2,-2,8,2,-4,0,-7
Cn1c(=O)c2c(nc(CN3CCN(c4ccccc4)CC3)n2CCc2ccccc2)n(C)c1=O,-7,4,-12,-7,1,3,5,-4,-12
O=C(CS(=O)(=O)c1ccccc1)N(CCCN1CCOCC1)c1nc2c(F)cccc2s1,4,4,-14,8,-2,-1,-1,1,1
O=S(=O)(N1CCOCC1)N1CCN(c2ccccc2F)CC1,1,5,9,-13,-3,0,3,6,9
Cc1ccc2c(CC(=O)NCC3(N4CCOCC4)CCCCC3)coc2c1C,3,-1,-11,40,-2,0,-5,6,·
Cc1ccccc1CCN(C(=O)CN1C(=O)c2ccccc2S1(=O)=O)C(C(=O)NCC1CCCO1)c1ccncc1 (stereo not given),4,2,0,6,3,1,1,5,3
Cc1nnc(-c2cccc(Br)c2)c2cn(-c3cccc(Br)c3)nc12,32*,-6,-4,12,-3,-5,2,-3,4
CCc1ccc(C(C(=O)NCc2ccccc2)N(C(=O)c2csnn2)C2CC2)cc1 (stereo not given),6,-5,-6,1,4,2,-17,2,-5
COc1ccc(CNC(=O)C(C)Sc2nc3ccccc3c(=O)n2CCCN2CCOCC2)cc1 (stereo not given),3,19,6,7,-4,-3,8,2,-2
Cc1ccc(C2(C)NC(=O)N(CC(=O)Nc3cc(S(=O)(=O)N4CCCCC4)ccc3OC(C)C)C2=O)cc1 (stereo not given),12,2,3,-7,-13,-6,-1,3,-9
O=c1c2ccccc2nc2c3ccccc3cnn12,5,4,20,10,1,0,10,9,2
O=C(OCCNc1ncc(C(F)(F)F)cc1Cl)c1ccc(S(=O)(=O)N2CCOCC2)cc1,10,12,-11,4,2,2,-1,0,-4
C/C(O)=C(/C=Nc1ccccc1)C(=O)Nc1ccccc1,0,6,13,2,-5,-2,7,6,10
Cc1scc(C(=O)N2CCN(c3ccc(Cl)cc3)CC2)c1C,10,2,-12,27,4,4,-1,2,-14
O=C(NCc1cccs1)C1CCCN1C(=O)Nc1cccc(F)c1 (stereo not given),0,6,-17,-4,5,3,16,-1,-13
COc1ccc(-c2nn(-c3ccccc3)cc2/C=C2/SC(=S)N(Cc3ccco3)C2=O)c(C)c1,12,-4,12,0,2,-2,-7,-1,2
CCOc1ccc(NC(=O)CCc2nnc3ccc(N4CCN(C)CC4)nn23)cc1,0,-2,-17,1,-1,3,0,-1,-15
Cc1oc(-c2cccc(Cl)c2)nc1CN1CCCC(C(=O)NCc2ccco2)C1 (stereo not given),19,-4,-10,20,2,0,-2,3,9
CCn1c(SCC(=O)N2CCN(C)CC2)nc2c1c(=O)n(C)c(=O)n2C,1,12,6,-4,-2,2,-3,2,4
COc1ccc(N(CC(=O)NCc2ccc3c(c2)OCO3)S(=O)(=O)c2ccccc2[N+](=O)[O-])c(OC)c1,5,-3,-8,-10,3,-1,9,1,-1
COc1ccc(CN2CCN(C(=O)CC(C)C)CC2)cc1,2,1,-5,-1,4,0,4,2,-2
COc1ccc(CCNC(=O)COC(=O)C2CCCCC2)cc1,8,10,-5,3,7,5,8,7,5
COc1cccc(-n2nc(-c3ccnn3-c3ccccc3)c(=O)n(C)c2=O)c1,-2,7,2,1,-3,2,-2,0,4
C/C(=N\O)c1cc(Cl)cc(Cl)c1O,5,14,0,2,2,0,6,8,0

# Grouped by structure, the compounds so far containing fluorine
SMILES,pPAFAH FP inh,PAFAH1B3 inh,ZTA DNA inh,PREPL inh,LYPLA2 counter,LYPLA1 counter,PAFAH2 inh,PAFAH1B2 FP inh,EBNA-1 inhibitor
CCN(CC)S(=O)(=O)c1ccc(N2CCOCC2)c(NC(=O)c2ccccc2F)c1,2,-1,4,5,-8,-1,13,4,-16
CCCNC(=O)C1CC(c2ccccc2C(F)(F)F)=NO1 (stereo not given),0,5,3,0,1,4,0,0,-6
O=C(NNC(=O)c1cccc(-n2cccc2)c1)c1ccc(F)cc1,11,9,7,9,-1,0,8,-2,3
CC(=O)Nc1cc(C(F)(F)F)ccc1N1CCOCC1,5,-8,-11,4,11,3,-2,-1,-8
O=C(CS(=O)(=O)c1ccccc1)N(CCCN1CCOCC1)c1nc2c(F)cccc2s1,4,4,-14,8,-2,-1,-1,1,1
O=S(=O)(N1CCOCC1)N1CCN(c2ccccc2F)CC1,1,5,9,-13,-3,0,3,6,9
O=C(OCCNc1ncc(C(F)(F)F)cc1Cl)c1ccc(S(=O)(=O)N2CCOCC2)cc1,10,12,-11,4,2,2,-1,0,-4
O=C(NCc1cccs1)C1CCCN1C(=O)Nc1cccc(F)c1 (stereo not given),0,6,-17,-4,5,3,16,-1,-13

# These rows are one share of the data; rates above refer to the full screens.
